Compound activity (PubChem)
GPR35 arrestin U2OS: GPR35 antagonists blocking zaprinast-driven arrestin recruitment, primary screen, imaging, U2OS, beta-arrestin-GFP, zaprinast agonist (AID 2058). U2OS GPR35 beta-arrestin-GFP translocation imaging, zaprinast antagonism; higher % means a stronger effect. inhibition, % at 10 µM, or IC50 in µM where a hit was titrated. actives 0.052% (n = 290,000);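 active means inhibition of at least 50% with at least 30 cells and total cytoplasm GFP at most 10,000,000; inconclusive means under 30 cells or total GFP of 10,000,000 plus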
HEK293 NOD2/NF-kB: NOD2 signaling inhibitors, cell-based, luminescence, uHTS, HEK293 (AID 1566); HEK293 NOD2/NF-kB luciferase reporter, luminescence; higher % means a stronger effect; inhibition, % at 4 µM; hits with a dose series show EC50 in µM; actives 0.63% (n = 290,000); further: many of its hits are not listed in these tables
KOR beta-arrestin-1: kappa opioid receptor activators – cell-based, luminescence, uHTS, primary screen (AID 1777); KOR beta-arrestin recruitment, luminescence; higher % means a stronger effect; actives 0.02% (n = 280,000); activation, % at 10 µM, or EC50 in µM where a hit was titrated; in the data active means activation above about 50%, passing the limit was not always enough; further: a part of the inactive calls stands beside numbers as strong as those of hits
GPR55 activation: GPR55 agonists via beta-arrestin recruitment, primary screen, imaging, U2OS cells, beta-arrestin-GFP redistribution (AID 1961). actives 0.048% (n = 290,000). activation, % at 10 µM, or EC50 in µM where a hit was titrated. U2OS GPR55 beta-arrestin-GFP redistribution imaging; higher % means a stronger effect;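 active means activation above 40% with more than 50 cells counted in the well; inconclusive means wells holding fewer than 50 cells, flagged as toxic or sparse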;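 further: U2OS osteosarcoma cells stably expressing GPR55 and beta-arrestin-GFP; plate controls were DMSO negative control for no effect and LPI positive control for full effect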
HIV fusion peptide: inhibitors of HIV fusion peptide binding, primary screen, biochemical, uHTS, fluorescence dequenching (AID 1986) | actives 0.3% (n = 290,000) | inhibition, % at 20 µM, or IC50 in µM where a hit was titrated | cell-free peptide binding, fluorescence dequenching, 30 min; higher % means a stronger effect; in the data active means inhibition mostly above about 52%, no sharp cut-off; inactive means mostly below about 76%; further: some results filed as inactive read as strong as hits
NOD1 NF-kB reporter: inhibition of NOD1-driven NF-kB reporter – cell-based, luminescence, uHTS, primary screen (AID 1578); NOD1-driven NF-kB luciferase reporter cells, luminescence; higher % means a stronger effect; one-dose inhibition, % at 4 µM; EC50 in µM for titrated hits; actives 1% (n = 290,000); in the data active means inhibition mostly above about 36%, no sharp cut-off; inactive means mostly below about 34%;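 further: HEK-293T reporter cells stimulated with the NOD1 agonist gamma-tri-DAP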
GPR55 antagonists: GPR55 antagonists blocking LPI-driven arrestin recruitment, primary screen, imaging, U2OS, beta-arrestin-GFP, LPI agonist (AID 2013); inhibition, % at 10 µM, or IC50 in µM where a hit was titrated; actives 0.13% (n = 290,000); U2OS GPR55 beta-arrestin-GFP translocation imaging, LPI antagonism; higher % means a stronger effect;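 active means spots per cell inhibited over 60%, with over 100 cells counted and total cytoplasm intensity under 500,000; inconclusive means wells with under 100 cells, flagged as likely toxic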;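 further: U2OS cells stably carrying GPR55 and arrestin-GFP stimulated by 5 µM LPI near EC80; imaged beta-arrestin-GFP aggregate spots per cell after agonist stimulation; plate controls were LPI-stimulated DMSO wells for no effect and DMSO wells without LPI for full effect; some results filed as inactive read as strong as hits; confirmed hits need IC50 under 10 µM and bright autofluorescent wells are also inconclusive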
Myeloid diff MLP: compounds promoting myeloid differentiation | ER-HoxA9 myeloid progenitors, lysozyme-GFP differentiation, flow cytometry | calls only at 10 µM | actives 1% (n = 360,000) | AID 624256;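 active means normalized GFP-positive differentiation at or above the plate's own cutoff, the solvent-only control mean plus 3 SD; inconclusive means no clear call, values can overlap the other calls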;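 further: cells exposed to compound for four days before flow analysis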
KOR beta-arrestin-2: KOR antagonists, beta-arrestin recruitment, cell-based, luminescence, uHTS (AID 1778); KOR beta-arrestin recruitment, luminescence, antagonist mode; higher % means a stronger effect; one-dose inhibition, % at 10 µM; IC50 in µM for titrated hits; actives 0.091% (n = 290,000); further: strong numbers were not always called active
Myeloid diff MLP GFP+ MAC1+ %: further read-out of Myeloid diff MLP, marked with its call; GFP+ MAC1+ double positive, %; measured here: differentiation confirmed by MAC1 staining
The depositor's hits bear a star; i = inactive; u = inconclusive; x = no result given; [ ] = dose if it differs, or a comment. Unless noted, no stated cut-off is given here; in the data, active means inhibition above about 50%; inactive means the rest.

SMILES	GPR35 arrestin U2OS	HEK293 NOD2/NF-kB	KOR beta-arrestin-1	GPR55 activation	HIV fusion peptide	NOD1 NF-kB reporter	GPR55 antagonists	Myeloid diff MLP	Myeloid diff MLP GFP+ MAC1+ %	KOR beta-arrestin-2
O=C(O)c1ccc(N/C(=N\S(=O)(=O)c2ccc(Cl)cc2)c2ccccc2)cc1	1%	26%	-0.2%	0.2%	1.8%	5%	2%	i	1.0	-3%
CCCCCc1ccc(S(=O)(=O)Nc2cc(C)ccn2)cc1	-11%	15%	5.8%	0.3%	-0.5%	6%	-8%	i	0.4	-19%
C(=N\N1CCN(c2ccccn2)CC1)/c1ccco1	17%	-17%	-5.2%	-0.4%	-2.0%	-25%	4%	i	0.2	-27%
Cc1ccc(C)c(C(=O)n2cnnc2N)c1	8%	6%	-0.7%	-0.3%	-0.2%	x	8%	i	0.2	25%
Cc1c(NS(=O)(=O)c2cccc(C(=O)NCc3ccccc3)c2)c(=O)n(-c2ccccc2)n1C	8%	-6%	4.2%	-0.2%	18%	-23%	-10%	i	0.8	-37%
CC(C)CCNC(=O)c1cccc(C(=O)NCCC(C)C)c1	9%	4%	1.0%	-0.1%	0.2%	-10%	9%	i	1.1	19%
Cc1nc2ccc(NC(=O)c3cccc(S(=O)(=O)N4CC(C)OC(C)C4)c3)cc2s1 (stereo unspecified)	9%	13%	-4.9%	-0.1%	14%	-4%	-2%	i	1.1	-1%
CC(NS(=O)(=O)c1ccc(F)cc1)C(=O)Nc1ccc2c(c1)OCCO2 (stereo unspecified)	17%	-12%	-2.8%	-0.1%	-1.8%	-26%	1%	i	0.5	12%
COC(=O)c1ccc(OC)c(CSc2nnc(COc3ccc(OC)cc3)o2)c1	-3%	4%	0.5%	-0.2%	-2.7%	-5%	-9%	i	0.6	-54%
CC(C)CN1CCC(=O)N([C@H](COc2ccccc2)Cc2ccccc2)CC1	-3%	-11%	4.2%	-0.3%	1.4%	1%	-10%	i	2.9	-14%[20 µM]
CCOC(=O)Cc1cn2c(=O)cc(CSCC(=O)Nc3ccc(C)c(C)c3)nc2s1	24%	13%	-6.3%	0.1%	-3.5%	8%	7%	i	1.4	-2%
O=C1CCc2ccccc2N1	2%	20%	2.6%	-0.6%	1.2%	-4%	2%	i	0.4	11%

The results go on.
SMILES	GPR35 arrestin U2OS	HEK293 NOD2/NF-kB	KOR beta-arrestin-1	GPR55 activation	HIV fusion peptide	NOD1 NF-kB reporter	GPR55 antagonists	Myeloid diff MLP	Myeloid diff MLP GFP+ MAC1+ %	KOR beta-arrestin-2
O=C(NCCOc1ccccc1F)Nc1ccc(Br)cc1	-13%	-31%	-3.6%	0.0%	0.2%	-44%	3%	i	0.1	-18%
CCOC(=O)c1ccc(Oc2cn[nH]c2-c2ccc(O)cc2O)cc1	-5%	26%	1.7%	-0.3%	-2.2%	6%	-2%	i	0.6	-40%
O=C(c1cccc(Cl)c1)N1CCN(C2CCCCCC2)CC1	7%	13%	2.5%	0.2%	-3.8%	-25%	14%	i	0.1	-32%
O=C1C2CCCN2c2ccc(S(=O)(=O)N3CCOCC3)cc2N1Cc1cccc(C(F)(F)F)c1 (stereo unspecified)	3%	9%	-4.4%	-0.1%	7.4%	-2%	18%	x	x	14%
CC(=O)c1c(C)[nH]c(C(=O)Nc2ccc(Cl)c(S(=O)(=O)N3CCOCC3)c2)c1C	-14%	-1%	1.6%	-0.2%	1.9%	-31%	-11%	i	0.4	-16%
COc1ccccc1NC(=O)NCC(=O)Nc1ccc(F)c(F)c1	12%	11%	-3.1%	0.0%	-1.9%	-19%	-4%	i	0.4	-2%
Cc1ccc(C(=O)NCC(=O)N2CCN(c3ncccn3)CC2)s1	-10%	2%	0.9%	-0.1%	-0.1%	12%	0%	i	2.0	-14%
CC(C(=O)NCc1ccccn1)c1ccc([N+](=O)[O-])cc1 (stereo unspecified)	-1%	7%	-1.3%	-0.1%	-1.2%	-32%	4%	i	0.3	2%[20 µM]
Cc1cc(Cl)c2ccccc2n1	18%	2%	2.5%	1.1%	-0.5%	-30%	-7%	i	1.0	-37%
O=C(NCc1ccccc1)C1(c2ccccc2)CCN(S(=O)(=O)c2ccccc2)CC1	11%	-7%	1.2%	-0.1%	7.8%	-19%	-3%	i	2.2	-1%
CC(O)[C@@H](NC(=O)C1CCC(CNC(=O)[C@H](Cc2ccccc2)NC(=O)OC(C)(C)C)CC1)C(=O)O (stereo partly specified)	13%	8%	1.3%	0.0%	0.2%	-2%	-5%	i	0.2	25%
COc1cc(F)c(S(=O)(=O)N2CCOc3ccccc32)cc1OC	4%	-4%	-0.5%	-0.1%	-3.2%	11%	6%	i	0.3	-9%

Laid out differently: entries from further up
> CCOC(=O)c1ccc(Oc2cn[nH]c2-c2ccc(O)cc2O)cc1
  GPR35 arrestin U2OS = -5% | HEK293 NOD2/NF-kB = 26% | KOR beta-arrestin-1 = 1.7% | GPR55 activation = -0.3% | HIV fusion peptide = -2.2% | NOD1 NF-kB reporter = 6% | GPR55 antagonists = -2% | Myeloid diff MLP = i | Myeloid diff MLP GFP+ MAC1+ % = 0.6 | KOR beta-arrestin-2 = -40%

> COc1ccccc1NC(=O)NCC(=O)Nc1ccc(F)c(F)c1
  GPR35 arrestin U2OS = 12% | HEK293 NOD2/NF-kB = 11% | KOR beta-arrestin-1 = -3.1% | GPR55 activation = 0.0% | HIV fusion peptide = -1.9% | NOD1 NF-kB reporter = -19% | GPR55 antagonists = -4% | Myeloid diff MLP = i | Myeloid diff MLP GFP+ MAC1+ % = 0.4 | KOR beta-arrestin-2 = -2%

(continued)
SMILES	GPR35 arrestin U2OS	HEK293 NOD2/NF-kB	KOR beta-arrestin-1	GPR55 activation	HIV fusion peptide	NOD1 NF-kB reporter	GPR55 antagonists	Myeloid diff MLP	Myeloid diff MLP GFP+ MAC1+ %	KOR beta-arrestin-2
O=C(Cn1cccc1C(=O)c1ccccc1)NCCc1ccccc1	13%	5%	-4.1%	-0.3%	0.9%	5%	8%	u	x	-28%
Cc1ccc(-n2c(=O)cc(NCc3cccnc3)[nH]c2=O)cc1	-10%	5%	0.3%	-0.1%	35%	2%	10%	i	6.3	-52%
O=C(COc1ccc2ccc(=O)oc2c1)Nc1ccc(CN2CCOCC2)cc1	-10%	39%	-5.5%	-0.1%	-0.6%	-16%	6%	i	5.4	-5%
COc1nc(Nc2ccccc2F)nc(OC)n1	-7%	-7%	-4.0%	0.2%	-0.7%	-28%	-5%	i	0.8	-44%[20 µM]
CC(=O)c1cccc(NC(=O)CCCOc2ccc(C)cc2)c1	22%	12%	-3.0%	0.1%	-2.5%	6%	0%	i	0.3	8%
COc1ccc(NC(=S)N2CCN(Cc3ccccc3)CC2)c(OC)c1	3%	11%	-4.7%	0.2%	1.0%	-27%	15%	i	0.2	7%
Cc1ccc(N(C(=O)c2sc(C)nc2C)C(C(=O)NC(C)(C)C)c2ccncc2)cc1 (stereo unspecified)	15%	2%	x	0.2%	0.0%	-27%	3%	i	0.2	4%[20 µM]
CCN(CC)S(=O)(=O)c1ccc(C(=O)OCC(=O)NCc2ccco2)cc1	9%	1%	-4.4%	-0.4%	2.0%	-32%	-2%	i	0.4	-13%
CCn1c(COc2ccc(=O)n(-c3ccccc3)n2)nnc1SC	8%	0%	3.6%	1.5%	1.9%	-41%	3%	i	0.5	2%
c1ccc2c(-n3cnnn3)cccc2c1	12%	6%	-3.4%	-0.2%	-0.4%	-17%	3%	i	1.4	-15%
CCCn1c(=S)[nH]c2cc(C(=O)N(CCO)Cc3ccccc3)ccc2c1=O	-9%	-1%	4.9%	0.3%	0.0%	-19%	-5%	i	0.5	-3%
Cc1ccc2nc(-c3cccc(N)c3)oc2c1	-10%	-164%	3.0%	-0.1%	0.7%	-120%	3%	x	x	-10%

(continued)
SMILES	GPR35 arrestin U2OS	HEK293 NOD2/NF-kB	KOR beta-arrestin-1	GPR55 activation	HIV fusion peptide	NOD1 NF-kB reporter	GPR55 antagonists	Myeloid diff MLP	Myeloid diff MLP GFP+ MAC1+ %	KOR beta-arrestin-2
CCC(C)NC(=O)c1ccc(CS(=O)(=O)Cc2ccc(Cl)cc2)o1 (stereo unspecified)	-9%	9%	-4.5%	-0.2%	-2.6%	-14%	7%	i	2.0	-15%
O=C(NCCCn1ccnc1)c1cc(-c2cccnc2)nc2ccc(Br)cc12	4%	-7%	-3.6%	-0.1%	1.1%	3%	6%	i	0.2	0%[20 µM]
O=c1cc(O)nc(-c2ccccc2)s1	13%	10%	-7.8%	0.2%	-0.5%	-11%	-1%	i	0.6	-5%
COc1ccc(NC(=O)COC(=O)c2cc(OC)c(OC)c(OC)c2)c([N+](=O)[O-])c1	-7%	18%	-0.2%	-0.1%	-0.2%	-8%	9%	i	0.0	16%
Cn1c(SCc2ccc(C#N)cc2)nnc1-c1ccncc1	-8%	11%	2.5%	0.6%	2.2%	2%	13%	i	0.6	-25%[20 µM]
COc1cccc(NC(=O)CNS(=O)(=O)c2ccc(Cl)cc2)c1	-1%	-5%	2.1%	-0.1%	2.4%	-21%	-12%	i	0.8	6%
Cn1c(=O)c2cc(S(=O)(=O)N3CCN(c4cccc(C(F)(F)F)c4)CC3)ccc2n(C)c1=O	-1%	2%	-0.2%	0.6%	-0.9%	2%	3%	i	1.8	18%
N#C/C(=C\c1cn(Cc2cccc(F)c2)c2ccccc12)C(=O)NCc1ccco1	8%	-11%	24%	-0.4%	5.2%	-26%	9%	i	0.5	-2%
CCOC(=O)c1ccc(NC(=O)Nc2ccc3c4c(cccc24)C(=O)N3CC)cc1	6%	3%	-1.0%	0.6%	18%	4%	-1%	i	0.1	-21%
O=C(CCCN1C(=O)/C(=C/c2cccs2)SC1=S)NNC(=O)c1ccccc1O	5%	3%	1.1%	0.3%	8.5%	23%	11%	i	0.9	15%
O=C(NCCc1ccccc1)/C(=C\c1ccc([N+](=O)[O-])cc1)NC(=O)c1ccco1	-13%	2%	-2.6%	0.3%	-1.1%	14%	5%	i	1.4	-5%
Cc1ccc2cc(NC(=O)CC(CC(=O)O)c3ccccc3)ccc2n1 (stereo unspecified)	1%	5%	-0.4%	-0.1%	1.4%	-10%	8%	i	0.6	-11%
COc1ccc([N+](=O)[O-])cc1C(=O)C(=O)c1ccccc1	7%	-4%	-0.8%	0.3%	-1.2%	-20%	0%	i	0.1	-16%
COc1ccc(N(CC(=O)NCCSCc2ccco2)S(=O)(=O)c2ccccc2)cc1OC	-4%	6%	7.9%	-0.2%	1.0%	-10%	10%	i	0.9	-22%

Some of the compounds tested, so the mix of outcomes need not match the whole.
